Source: PubChem
yeast bub3: NCI yeast anticancer drug screen, S. cerevisiae bub3 mutant strain. 9.9% of 78,000 active. growth inhibition, % at 50 µM;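 also: 0% = growth of vehicle-only cultures of the same strain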
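Part of a panel of yeast mutants defective in DNA damage repair or cell cycle regulation. Each strain is grown with compound, and inhibition is calculated relative to solvent-treated cultures.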
yeast mlh1 rad18: NCI yeast anticancer drug screen, S. cerevisiae mlh1 rad18 strain. growth inhibition, % at 50 µM. 11% of 79,000 active. AID 175;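 also: 0% = growth of vehicle-only cultures of the same strain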
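Cells of a genetically altered yeast strain, deficient in DNA damage repair, were treated with compound. Their growth was then compared with that of vehicle-treated cultures to give inhibition.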
sgs1 mgt1: NCI yeast anticancer drug screen, S. cerevisiae sgs1 mgt1 strain; growth inhibition, % at 50 µM; 10% of 78,000 active;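 also: 0% = growth of vehicle-only cultures of the same strain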
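Mutant yeast exposed to compound; growth scored against vehicle-only wells.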
yeast mec2-1: NCI yeast anticancer drug screen, S. cerevisiae mec2-1 strain; % growth inhibition at 50 µM; 9% of 79,000 active; AID 157;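 also: 0% = growth of vehicle-only cultures of the same strain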
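Each compound was tested on mec2-1 yeast, a strain altered in DNA damage repair or cell cycle control. Growth inhibition is reported relative to vehicle.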
cln2 rad14: NCI yeast anticancer drug screen, S. cerevisiae cln2 rad14 strain. growth inhibition, % at 50 µM. 8.3% of 78,000 active. AID 165;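 also: 0% = growth of vehicle-only cultures of the same strain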
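Compounds are applied to the cln2 rad14 yeast strain, and growth is then compared with that of vehicle-treated cultures to give inhibition.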
rad50: NCI yeast anticancer drug screen, S. cerevisiae rad50 strain; 10% of 79,000 active; % growth inhibition at 50 µM;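 also: 0% = growth of vehicle-only cultures of the same strain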
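Inhibition values express reduced yeast growth in compound-treated cultures relative to vehicle-treated controls.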
Active calls of the source: *; & = joins results of further samples; ! = not confirmed by another sample. Rule as the data show it: active = growth inhibition above about 70%; inactive = the rest.

Codes: A = yeast bub3; B = yeast mlh1 rad18; C = sgs1 mgt1; D = yeast mec2-1; E = cln2 rad14; F = rad50
CCCC/C(=C\c1ccccc1)C(=O)O
  A: -9	B: -33	C: -18	D: 5	E: -22	F: -14

COC(=O)CCCc1ccc2c(c1)CC1(C2)Cc2cc3c(cc2C1)CCCC3
  A: -12	B: -4	C: -11	D: -20	E: -16	F: -14

CN(C)C(=S)/N=c1\ssc(=S)n1-c1ccccc1
  A: -2	B: 21	C: -13	D: -9	E: -17	F: -14

CCOC(=O)/C(C#N)=C\c1c[nH]c2ccccc12
  A: 58	B: 59	C: 46	D: 24	E: -1	F: 55

CC(C)(C)OC(=O)NCCCCC(N)NC(=O)c1ccccc1 (stereo not drawn)
  A: 5	B: -17	C: -3	D: 5	E: 27	F: -7

CC(CO)(CO)N1C(=O)c2cccc3cc([N+](=O)[O-])cc(c23)C1=O
  A: 35	B: 14	C: 50	D: 29	E: 31	F: 31

Cc1oc2nc(N(C)C)n3cnnc3c2c1C
  A: 2	B: -15	C: 44	D: 0	E: 15	F: 0

CCOC(=O)N1CCc2cc(OC)c(OC)c3c2c1cc1cc(OC)c(OC)cc13
  A: 16	B: 16	C: -5	D: 19	E: -36	F: -9

COc1ccc(-c2cc(C)cc(O)c2)c(OC)c1OC
  A: -9	B: -11	C: 21	D: 6	E: -8	F: 8

O=Cc1cc([N+](=O)[O-])ccc1O
  A: 95*	B: 97*	C: 99*	D: 97*	E: 74*	F: 94*

COc1ccc(CN(C)C)c(C(O)c2ccccc2)c1 (stereo not drawn)
  A: 10	B: 13	C: 1	D: -2	E: 8	F: 9

CC1=CC(=O)C(CCC#N)C(C)(C)C1 (stereo not drawn)
  A: 6	B: 0	C: -2	D: -18	E: -37	F: -9

CCOC(=O)c1c[nH]c2c(ccc3cccnc32)c1=O
  A: 7&18	B: 80*!	C: 53&11	D: 12&14	E: 24&27	F: 39&38

CN1C/C(=C\c2ccccc2)C(=O)/C(=C/c2ccccc2)C1
  A: 15	B: 21	C: 19	D: 10	E: 52	F: 54

CCCCCC(CN(C)C)C(O)CCc1ccc(Cl)c(Cl)c1 (stereo not drawn)
  A: 80*	B: 99*	C: 98*	D: 79*	E: 98*	F: 98*

CCCCCCCCCCN(CCCCCCCCCC)C(C)C(O)c1ccc2cc(Br)c3ccccc3c2c1 (stereo not drawn)
  A: -12	B: -14	C: -16	D: -13	E: -17	F: -12

O=[N+]([O-])/C=C/c1cc(Cl)c(/C=C/[N+](=O)[O-])cc1Cl
  A: 79*	B: 56	C: 75*	D: 73*	E: 62	F: 80*

O=c1[nH]c2ccccc2c(O)c1/C=N/C(=S)NC1CCCCC1
  A: 3	B: 9	C: -8	D: -36	E: 15	F: -15

O=C(Nc1cc(-c2ccccc2)[nH]n1)c1ccc(Cl)cc1
  A: -7	B: -3	C: 6	D: -21	E: -1	F: -5

OC(c1ccccc1)(c1ccccc1)c1ccccc1C(O)(c1ccccc1)c1ccccc1
  A: -5	B: 13	C: 5	D: 1	E: 11	F: 12

Cc1ccc(C2(O)CCN(Cc3ccccc3)CC2)cc1
  A: 41	B: 47	C: 70*	D: 8	E: 62	F: 56

CSc1sc(=S)sc1C(=O)N(C)c1ccccc1
  A: -14	B: -11	C: -8	D: -37	E: -11	F: -20

CCOC(=O)/C=C/c1ccc(O)c(OC)c1
  A: 63	B: -2	C: -6	D: 8	E: 3	F: 5

Cc1cc(C)c(NS(=O)c2ccc(Cl)cc2)c(C)c1 (stereo not drawn)
  A: -31	B: -43	C: -71	D: -33	E: -4	F: -25

C=CCN(CC=C)c1ccccc1
  A: 15	B: 34	C: 25	D: 6	E: 19	F: 24

NC(=O)N1c2ccccc2C=Cc2ccccc21
  A: 15	B: -7	C: 15	D: -3	E: 9	F: -6

Nc1ncc(C(=O)O)c(N)n1
  A: -12	B: 34	C: 4	D: 5	E: -19	F: 16

CC(=O)C(C)(C)CCC(C)(C)C(C)=O
  A: 8	B: -21	C: -4	D: -13	E: 13	F: 3

COc1ccc(CNc2ccccc2)cc1OC
  A: -9	B: -40	C: -3	D: 8	E: -34	F: -6

Brc1cccc[n+]1Cc1cc2ccccc2c2ccccc12
  A: 98*	B: 98*	C: 99*	D: 98*	E: 94*	F: 97*

CCOC(=O)c1ccc(NC(=O)Nc2ccc(Cl)cc2[N+](=O)[O-])cc1
  A: 39	B: 7	C: 11	D: 21	E: -5	F: -3

CCCCOC(=O)C1(C(=O)OCCCC)CC1
  A: -4	B: 4	C: 1	D: -8	E: 2	F: 15

NCCC1CCCCCC1
  A: 9	B: -2	C: 0	D: -6	E: 2	F: 4

CC(C)N=C(N)NC#N
  A: 3	B: 24	C: 32	D: 20	E: 8	F: 18

Cc1ccc2c(c1)sc(-c1ccc(N(C)C)cc1)[n+]2C
  A: 91*	B: 90*	C: 92*	D: 92*	E: 89*	F: 91*

O=C1NC(c2ccccc2)N=C2Oc3ccccc3C=C12 (stereo not drawn)
  A: -18	B: 3	C: -12	D: -4	E: 1	F: -9

O=[N+]([O-])c1ccc(NN=C2C3CCC2CC3)c([N+](=O)[O-])c1
  A: 33	B: 7	C: -2	D: -16	E: 14	F: 12

CCC[N+](CC)(CCC)CCC
  A: 4	B: -12	C: 3	D: -17	E: 4	F: -12

O=C1C2=C(c3ccccc31)C(c1ccccc1)N1C(=O)CSC1=N2 (stereo not drawn)
  A: 87*	B: 51	C: 60	D: 45	E: 39	F: 58

O=C1c2ccccc2C(=O)c2c(-c3ccccc3)oc(-c3ccccc3)c21
  A: 8	B: 14	C: -8	D: -22	E: -65	F: -20

NC1=Nc2ncccc2C(=O)NN1
  A: 13	B: 25	C: 8	D: 20	E: 18	F: -17

Part of the list above in order of SMILES length, largest number first:
Codes: A = yeast bub3; B = yeast mlh1 rad18; C = sgs1 mgt1; D = yeast mec2-1; E = cln2 rad14; F = rad50
CCOC(=O)c1ccc(NC(=O)Nc2ccc(Cl)cc2[N+](=O)[O-])cc1
  A: 39	B: 7	C: 11	D: 21	E: -5	F: -3

O=C1C2=C(c3ccccc31)C(c1ccccc1)N1C(=O)CSC1=N2 (stereo not drawn)
  A: 87*	B: 51	C: 60	D: 45	E: 39	F: 58

Cc1ccc2c(c1)sc(-c1ccc(N(C)C)cc1)[n+]2C
  A: 91*	B: 90*	C: 92*	D: 92*	E: 89*	F: 91*

O=C1NC(c2ccccc2)N=C2Oc3ccccc3C=C12 (stereo not drawn)
  A: -18	B: 3	C: -12	D: -4	E: 1	F: -9

CC(=O)C(C)(C)CCC(C)(C)C(C)=O
  A: 8	B: -21	C: -4	D: -13	E: 13	F: 3

CCCCOC(=O)C1(C(=O)OCCCC)CC1
  A: -4	B: 4	C: 1	D: -8	E: 2	F: 15

COc1ccc(CNc2ccccc2)cc1OC
  A: -9	B: -40	C: -3	D: 8	E: -34	F: -6

NC1=Nc2ncccc2C(=O)NN1
  A: 13	B: 25	C: 8	D: 20	E: 18	F: -17

CCC[N+](CC)(CCC)CCC
  A: 4	B: -12	C: 3	D: -17	E: 4	F: -12

CC(C)N=C(N)NC#N
  A: 3	B: 24	C: 32	D: 20	E: 8	F: 18

NCCC1CCCCCC1
  A: 9	B: -2	C: 0	D: -6	E: 2	F: 4

Rows are unselected; any-hit rate near 14%.
